USP2a inh: USP2a (human) protease inhibition; USP2 core, Ub-CHOP2 coupled fluorogenic reporter, 485/531; hit rate 0.01% among 330,000; Potency, µM (doses to about 38.3 µM), for inactives: at the top dose activity change, negative = inhibition, hits mostly inhibitors; O75604;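 further: potency means the concentration at half of the fitted maximal effect; plate controls were DMSO wells for no effect and full inhibition by NEM control for full effect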
Target sequence (O75604 whole entry, looked up): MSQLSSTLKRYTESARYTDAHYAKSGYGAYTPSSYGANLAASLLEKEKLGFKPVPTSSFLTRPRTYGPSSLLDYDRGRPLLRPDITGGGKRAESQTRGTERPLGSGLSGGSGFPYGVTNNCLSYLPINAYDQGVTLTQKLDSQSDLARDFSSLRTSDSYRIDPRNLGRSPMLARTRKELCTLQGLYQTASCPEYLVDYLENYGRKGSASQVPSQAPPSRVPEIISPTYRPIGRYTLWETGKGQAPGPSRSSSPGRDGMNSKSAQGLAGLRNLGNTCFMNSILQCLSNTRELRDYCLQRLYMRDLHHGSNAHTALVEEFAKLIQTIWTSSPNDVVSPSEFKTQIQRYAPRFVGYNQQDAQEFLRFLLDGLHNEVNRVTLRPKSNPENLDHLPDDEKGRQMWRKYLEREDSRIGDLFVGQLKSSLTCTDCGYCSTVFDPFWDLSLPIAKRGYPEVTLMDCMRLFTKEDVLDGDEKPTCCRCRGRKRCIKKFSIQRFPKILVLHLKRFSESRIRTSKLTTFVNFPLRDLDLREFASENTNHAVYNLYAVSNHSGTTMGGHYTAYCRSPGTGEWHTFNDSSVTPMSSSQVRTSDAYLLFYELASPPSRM
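Deubiquitinase activity read as fluorescence (485/531 nm) after Ub-CHOP2 cleavage activates the enterokinase reporter on its substrate; USP2 core 10nM, Ub-CHOP2 and substrate 25nM each, 30min compound preincubation then 60min RT; data normalized to NEM, curves fitted.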
KCNH2 3.1 inh: KCNH2 3.1 (human) potassium channel inhibition | U2OS KCNH2 3.1, thallium flux FluxOr; stronger effect = lower value | activity change, % (tested at about 1.8 µM) | hit rate 0.95% among 340,000 | AID 720553;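 active means maximum activity change below -70%; inconclusive means maximum activity change from -70% to -50%; inactive means maximum activity change above -50%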;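 further: thallium influx rate constant from kinetic fluorescence after stimulation buffer; on the % scale 0 is the no-effect control and ±100 the full control effect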
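Steps: virus added to U2OS suspension (4 h, RT, dark); medium with 10% FBS added, cells plated, 37 C overnight; FluxOr/Red40 loading buffer 45 min RT; stimulation buffer, 2 min kinetic read; rate constant normalized.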
CXXC DNA block: MLL CXXC-DNA interaction inhibition | AID 2662 | MLL-CXXC / FITC-HOXA9 DNA fluorescence polarization | hit rate 0.037% among 290,000 | Potency, µM (titrated, usually from 115 µM), for the others: at the highest dose activity change, negative = inhibition, hits mostly inhibitors; active means well fitted inhibition curve with a large enough effect in the polarisation, with a control signal flat, not every such curve was filed as active; inconclusive means small, poorly fitted or top-dose-only effect, or effect the other way, or a change in a side signal; inactive means no such curve, though single readings can be large or run the other way; the % refers to the polarisation; further: potency means the concentration at half of the fitted maximal effect
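Purified MLL-CXXC (added from a 7 uM solution) was preincubated 5 min at ambient with pinned compounds in 50 mM Tris-HCl pH 7.5, 50 mM NaCl, 1 mM DTT, 0.05% BSA. Fluorescein-labeled HOX-A9 DNA (50 nM solution) followed, 30 min, then polarization read.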
GALK inh: inhibitors of human galactokinase; hit rate 0.007% among 270,000; Purified GALK, Kinase-Glo residual ATP luminescence; P51570; AID 1868; Potency, µM (series often up to 57.5 µM), inactives show top-dose activity change, negative = inhibition, most hits filed as inhibitors; further: potency means the concentration at half of the fitted maximal effect; on the % scale 0 is the no-effect control and ±100 the full control effect
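ATP-depletion format; final 35 uM ATP, 100 uM D-galactose, 5 nM enzyme; pH 8.0 HEPES/Mg2+ buffer; 60 min RT; luminescence read 10 min after detection reagent.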
PKM2 act: increases activity of human pyruvate kinase M2; P14618; purified PKM2, Kinase-Glo ATP luminescence, activation; response scale: 0% is enzyme alone, no compound; Potency, µM (doses to about 57.5 µM), for inactives: at the top dose activation, usual class: activators; hit rate 0.34% among 260,000; further: potency means the concentration at half of the fitted maximal effect; on the % scale 0 is the no-effect control and ±100 the full control effect; nearly all actives have a fitted effect of over 55% in size
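Purified hPK-M2 (>95%) run at intermediate activity with 0.1 mM ADP and 0.5 mM PEP in 50 mM imidazole pH 7.2, KCl, MgCl2; 1 h room temperature. ATP formed read by Kinase-Glo luminescence; normalized to uninhibited and no-enzyme controls.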
Coupling enz: inhibits coupling enzyme system, counter-screen for aldolase hits; coupling enzyme system counterscreen, AmpLite Red fluorescence; activity change, negative = inhibition, % at 58.2 µM, hits read low; hit rate 0.67% among 290,000; AID 2472; in the data active means activity change below about -30%; further: on the % scale 0 is the no-effect control and ±100 the full control effect
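Activity here indicates interference with the coupling reaction, not aldolase inhibition. Compounds at 57.5 uM final met coupling enzymes for 10 min at RT; substrate and AmpLite Red detection followed, with a 525/598 nm fluorescence read after 20 min.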
Menin-MLL TR inh: menin-MLL binding inhibition, Texas Red mutant peptide; O00255; AID 1768; Potency, µM (highest dose often 61.6 µM), for the others: at the highest dose FP activity change, negative = inhibition, actives largely listed as inhibitors; Menin + Texas Red MLL mutant peptide, fluorescence polarization; hit rate 0.23% among 270,000; active means well fitted inhibition curve with a large enough effect in the polarisation, with a control signal flat, not every such curve was filed as active; inconclusive means small, poorly fitted or top-dose-only effect, or effect the other way, or a change in a side signal; inactive means no such curve, though single readings can be large or run the other way; the % refers to the polarisation; further: potency means the concentration at half of the fitted maximal effect; % of control where 0% means no effect; many of its hits are not listed in these tables
B2AR arrestin: agonists driving beta-arrestin recruitment to human beta2-adrenergic receptor. P07550. hit rate 0.02% among 330,000. Potency, µM (series often up to 46.1 µM), for inactives: top-dose activation, most hits filed as activators. beta-arrestin recruitment to beta2AR, cell-based reporter;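 further: potency means the concentration at half of the fitted maximal effect; 0% = DMSO controls and full agonism = EC100 isoproterenol or metaproterenol; nearly all actives have a fitted effect of over 65% in size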
Target sequence (P07550 whole entry, looked up): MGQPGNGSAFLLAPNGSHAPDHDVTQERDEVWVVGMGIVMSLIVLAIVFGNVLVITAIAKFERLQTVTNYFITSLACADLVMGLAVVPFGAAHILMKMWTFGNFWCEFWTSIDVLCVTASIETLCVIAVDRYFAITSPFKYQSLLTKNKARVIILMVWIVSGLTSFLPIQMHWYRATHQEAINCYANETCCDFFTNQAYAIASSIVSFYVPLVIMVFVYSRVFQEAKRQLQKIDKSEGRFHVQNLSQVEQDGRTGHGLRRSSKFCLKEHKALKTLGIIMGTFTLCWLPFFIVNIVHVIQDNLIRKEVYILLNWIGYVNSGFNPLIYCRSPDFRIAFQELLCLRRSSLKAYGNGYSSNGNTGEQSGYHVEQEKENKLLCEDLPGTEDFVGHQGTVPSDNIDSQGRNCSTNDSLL
KCNH2 WT inh: KCNH2 (human, wildtype) channel inhibition. activity change, % at 1.84 µM. hit rate 0.37% among 340,000. U2OS, BacMam KCNH2, thallium flux FluxOr; stronger effect = lower value. Q12809;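 active means maximum activity change below -70%; inconclusive means maximum activity change between -70% and -50%; inactive means maximum activity change above -50%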; further: on the % scale 0 is the no-effect control and ±100 the full control effect
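U2OS cells were transduced with wild-type KCNH2 virus (2.03 x 10^8 / mL) for 4 h at room temperature, then cultured overnight at 37 C. Thallium flux was read with FluxOr dye. Rate constants were normalized to DMSO controls.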
Giardia kill: kills Giardia lamblia | hit rate 0.15% among 340,000 | Giardia lamblia trophozoite viability | activity change, % at 7.66 µM, hits read low | AID 540267; in the data active means activity change below about -80%; inconclusive means between about -30% and that limit;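 further: parasites exposed to compound for two days anaerobically before the ATP read; on the % scale 0 is the no-effect control and ±100 the full control effect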
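Each well holds 100 Giardia trophozoites and compound. After two days (48 hrs) at 37 deg C in anaerobic conditions, ATP is quantified by luminescence.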
TRPV1 ag: agonists of human vanilloid receptor 1 (TRPV1); Q8NER1; TRPV1-expressing cells, Fluo-8 calcium influx, agonist mode; activation, % at 8.33 µM; hit rate 0.19% among 320,000; in the data active means activation above about 80%; inconclusive means between about 30% and that limit; further: 0% is about no effect
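TRPV1-expressing cells were cultured overnight at 35.5C and loaded with Fluo-8 calcium dye for 40 to 90 min at room temperature. After a 10 s baseline, compound was added and calcium influx was read kinetically for 3 min (ex 480/em 520 nm).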
The depositor's hits bear a star; i = inactive; ? = inconclusive; / = not tested or not shown; [ ] = another dose, or the depositor's remark. Unless noted, the call rests on the fitted dose curve; in most records, active means well fitted curve in the direction sought with a large enough effect; inconclusive means small, poorly fitted or top-dose-only effect, or another doubt; inactive means no such curve, though single readings can be large; an effect the other way counts as inactive or inconclusive. These rows are one share of the data. The share of hits here may be higher or lower than overall.

The opening three compounds (preview)
Screens in order: USP2a inh | KCNH2 3.1 inh | CXXC DNA block | GALK inh | PKM2 act | Coupling enz | Menin-MLL TR inh | B2AR arrestin | KCNH2 WT inh | Giardia kill | TRPV1 ag
CCCCC[C@]12Cc3ccccc3C(O1)c1c(cc(C)oc1=O)O2
  1%[7.66 µM] | / | 0%[23 µM] | / | -5%[11.5 µM] | 0 | -9%[11.7 µM] | 0.0%[9.22 µM] | / | / | i
CC(C)(C)c1ccc(Oc2ccc(NC(=O)CCCC(=O)O)cn2)cc1
  3% | -1 | -12% | -2% | 0% | 17 | / | 0.4% | -4 | 17 | 0
Cc1cccn2cc(CCNC(=O)c3ccco3)nc12
  1% | -8 | -5% | -4% | 8% | -2 | -2% | -0.4% | 18 | 42[activator] | -2

Results, repeating the preview:
Screens in order: USP2a inh | KCNH2 3.1 inh | CXXC DNA block | GALK inh | PKM2 act | Coupling enz | Menin-MLL TR inh | B2AR arrestin | KCNH2 WT inh | Giardia kill | TRPV1 ag
CCCCC[C@]12Cc3ccccc3C(O1)c1c(cc(C)oc1=O)O2
  1%[7.66 µM] | / | 0%[23 µM] | / | -5%[11.5 µM] | 0 | -9%[11.7 µM] | 0.0%[9.22 µM] | / | / | i
CC(C)(C)c1ccc(Oc2ccc(NC(=O)CCCC(=O)O)cn2)cc1
  3% | -1 | -12% | -2% | 0% | 17 | / | 0.4% | -4 | 17 | 0
Cc1cccn2cc(CCNC(=O)c3ccco3)nc12
  1% | -8 | -5% | -4% | 8% | -2 | -2% | -0.4% | 18 | 42[activator] | -2
CSCC(O)Cn1ncc2ccccc2c1=O (stereo not given)
  2% | 9 | 0% | / | -10% | 1 | / | -0.8% | -6 | -24 | -2
NS(=O)(=O)c1ccc(NC(=O)/C=C/c2cn(-c3ccccc3)nc2-c2cccc(Cl)c2)cc1
  ? | -3 | 3% | 0% | -9% | -1 | ? | 0.1% | 2 | 4 | -1
Cc1ccc(C(=O)COC(=O)CNC(=O)C(c2ccccc2)c2ccccc2)cc1[N+](=O)[O-]
  1% | 2 | 5% | 5% | -1% | 1 | 41%[activator] | 0.2% | 7 | -14 | -5
Cc1nc2cc(S(=O)(=O)N3CCC(C(=O)O)CC3)ccc2n1C1CCCC1
  -2% | -10 | -1% | 3% | 3% | 24 | 6% | -0.1% | 0 | 3 | -2
Cc1cccc(OCCCCNCc2ccccc2)c1
  0% | 10 | 6% | -1% | 1% | 2 | -19% | -0.2% | 9 | 3 | 0
c1ccc(Oc2ncnc3oc(-c4ccccc4)cc23)cc1
  -1% | 6 | -6% | -2% | 2% | -1 | ? | 2.8% | -7 | 4 | 13
Cc1ccc(S(=O)(=O)N2CCCOC2CNC(=O)C(=O)NCc2ccccc2C)cc1 (stereo not given)
  0% | 2 | -5% | -5% | 1% | / | / | 0.0% | 0 | -1 | -3
O=C1CCCc2c1nc(-c1ccco1)n2O
  3% | -1 | 5% | -1% | -7% | 1 | -1% | -0.4% | -2 | ? | -2
C=CCNC(=O)/C(C#N)=C/c1c(N(Cc2ccccc2)Cc2ccccc2)nc2ccccn2c1=O
  -11% | ? | 5% | -2% | -6% | 1 | -2% | 0.3% | -3 | -15 | ?
CC(=O)Oc1ccc(C(=O)c2ccccc2)c(OC(C)=O)c1
  1% | 22 | 20% | 3% | 9% | 0 | 1% | 0.4% | 10 | 1 | 5
CC(C)Oc1ccc2nnnn2n1
  -5% | 0 | 4% | -1% | -1% | 1 | 1% | -0.5% | -3 | 0 | -2
CCn1cnc2c1c(=O)n(CC(=O)N1CCc3ccccc31)c(=O)n2Cc1ccccc1
  -2% | 4 | -10% | -1% | -12% | 9 | 4% | 0.0% | 2 | -6 | 0
Fc1ccccc1N1CC(c2ccccc2)C(c2cccs2)=N1 (stereo not given)
  3% | 2 | -3% | 0% | 1% | -1 | ? | -0.1% | 5 | 48[activator] | 2
CCCCn1c(N)c(N(CC(C)C)C(=O)c2ccc(F)c(S(=O)(=O)N3CCOCC3)c2)c(=O)[nH]c1=O
  1% | 10 | / | / | / | / | / | -0.1% | -16 | -4 | 1
N=C1/C(=C\c2ccc(-c3cccc(C(=O)O)c3)o2)C(=O)N=C2SC=C(c3ccccc3)N12
  0% | / | -6% | -16% | 4% | 0 | / | -0.3% | / | -19 | /
COC(=O)c1sccc1NC(=O)c1ccc(OC)cc1OC
  0% | -176* | -8% | -2% | 2% | -2 | -11% | 0.5% | -246* | -4 | -1
O=C(CN1CCN(S(=O)(=O)N2CCCCC2)CC1)Nc1cc(Cl)cc(Cl)c1
  -2% | 10 | 2% | -7% | -5% | 0 | -1% | -0.3% | 11 | -2 | 9
CCCNC(=O)Nc1ccccc1C(=O)Nc1ccc(OC)cc1
  1% | 0 | 0% | 0% | 9% | 2 | 2% | 0.0% | -11 | -8 | 6
CCCCN1C(=O)C(=O)c2cc(Cl)ccc21
  -12% | -7 | / | / | / | / | / | 3.2% | 2 | 14 | /
COc1ccc(CCNC(=O)CSc2nccc(=O)[nH]2)cc1OC
  4% | 9 | -9% | 6% | -8% | 1 | -8% | -0.1% | -2 | -1 | -2
CC1SCC(=NOCc2c(Cl)cccc2Cl)CS1 (stereo not given)
  1% | -6 | -11% | -2% | -1% | 2 | / | 0.0% | -3 | 25 | 4
COc1ccccc1NC(=O)COC(=O)c1[nH]c(=O)[nH]c(=O)c1N
  2% | 13 | / | / | / | / | / | -0.3% | 0 | -3 | /
N#Cc1cccc(S(=O)(=O)NCC(=O)NCCCc2ccccc2)c1
  3% | -5 | 18% | 9% | 1% | 2 | 1% | -0.2% | -18 | -1 | 8
COC(=O)c1ccccc1NC(=O)Cn1c(=O)n(Cc2ccccc2)c(=O)c2c(C)c(C)sc21
  2% | -11 | -11% | -1% | -15% | 2 | -7% | 12% | -3 | -4 | 16
COc1cc2[nH]c3c(=O)n(N)c(=O)[nH]c3c2cc1OC
  -11% | 10 | 11% | / | / | -3 | 9% | -1.0% | -3 | -4 | 2
Nc1ccc(Oc2ccc(F)cc2)nc1
  4% | -7 | -13% | 0% | -6% | -8 | / | -0.4% | -1 | 0 | 2
Cc1c(C(=O)N2c3ccccc3Sc3ccccc32)cccc1[N+](=O)[O-]
  0% | -3 | -7% | -1% | -9% | -9 | -2% | -0.6% | 6 | 4 | 5
Cc1ccccc1S(=O)(=O)N(CC(O)CN1C(=O)NC(C)(C)C1=O)c1ccccc1 (stereo not given)
  -6% | -17 | -10% | -1% | 13% | -15 | / | 0.8% | -10 | -18 | 29
CCN1CCN(CC(=O)Nc2sc3c(c2C#N)CCC(C)C3)CC1 (stereo not given)
  0% | -29 | 2% | 2% | 0% | 4 | -7% | 0.1% | 12 | 6 | 1
OCCN1CCN(C(=S)c2ccc(Br)cc2)CC1
  2% | -3 | 6% | 0% | 1% | 2 | 6% | 0.2% | 2 | ? | -2
CCC/C(=N\NC(=O)CNC(=O)c1ccc(Cl)cc1)c1ccccc1
  3% | 4 | 7% | -1% | 1% | 4 | 3% | -0.2% | 5 | 8 | 8
COc1ccccc1-c1nc(-c2ccccc2)[nH]c(=O)c1C#N
  0% | / | 4% | -7% | 4% | 7 | 14% | 0.3% | -26 | -10 | 2
C=CCn1c(-c2ccc3[nH]c(C)c(C)c3c2)n[nH]c1=S
  1% | -6 | 6% | -3% | 2% | 2 | 3% | -0.2% | 0 | -10 | 0
COc1ccc(C2=CC(=O)CC(C)(C)C2)cc1
  -1% | 7 | / | / | / | / | / | 0.4% | 0 | -2 | 9
CN(C)C(=O)c1ccc(NC(=O)c2ccc(-c3ccc(Cl)cc3)o2)cc1
  -3% | 3 | / | / | / | / | / | -0.9% | -2 | 2 | 1
COc1cccc(Nc2nc(-c3ccc4c(c3)OCCO4)cs2)c1
  1% | -3 | -16% | 4% | -12% | 0 | ? | 0.5% | 0 | ? | 0
Cc1ccnc(NC(=O)c2cc(-n3cnnc3)ccc2Cl)c1
  0% | -3 | 2% | -4% | 4% | 1 | -2% | -0.6% | 0 | 5 | 2
N/C(=N\OC(=O)c1ccc([N+](=O)[O-])cc1)c1cccnc1
  3% | 5 | 10% | 0% | -13% | 3 | 4% | -0.6% | 11 | -1 | 4
CN1CCN(S(=O)(=O)c2ccc(Nc3ccc(F)cc3)nc2)CC1
  -2% | -13 | / | / | / | / | / | -0.9% | -1 | 7 | 0
CCCCN(CC)S(=O)(=O)c1ccc(C(=O)Nc2nnc(COC)o2)cc1
  -6% | -4 | 7% | 2% | 0% | 14 | -2% | -0.3% | 2 | -18 | 4
COc1ccccc1CC(=O)Nc1c[nH]c(=O)[nH]c1=O
  0% | 3 | 1% | 0% | 0% | 0 | 15% | -1.2% | 9 | ? | -1

Source: PubChem BioAssay
